Screening results deposited in PubChem BioAssay by several laboratories.
PMI activator = activators of human PMI, primary screen, biochemical, fluorescence intensity, near-Km mannose 6-phosphate. activation factor at 20 µM. purified human PMI, coupled resazurin fluorescence, 20 min; stronger effect = higher value; 1 = vehicle control, 0 substrate-free wells. actives 0.005% (n = 190,000);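 active = activation factor of 2 or more at 20 µM, relative to plate controls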
PMI act hi M6P = human PMI activators, high substrate, primary screen, biochemical, fluorescence intensity, near-saturating mannose 6-phosphate; Mannose-6-phosphate isomerase (Homo sapiens), P34949; coupled PMI enzyme assay, resazurin fluorescence, 20 min; stronger effect = higher value; 1 = untreated enzyme, 0 = substrate-free blank; activation factor at 20 µM; actives 0.34% (n = 190,000); AID 1216, 2008;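 active = activation factor of 2 or more at 20 µM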
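Test system: Human PMI in coupled enzyme assay | Input: 15 ng/mL PMI | Medium: HEPES-buffered pH 7.4 with magnesium and detergent | Compound: One concentration, 20 µM, in 1% DMSO | Incubation: Enzyme reaction with compound 20 min at room temperature | Detection: Diaphorase-driven resazurin-to-resorufin fluorescence, excitation 544, emission 590 nm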
Diaph inh CS = diaphorase inhibitors and chemical oxidizers, primary screen, counter-screen for diaphorase-coupled primary assays, biochemical, uHTS, resorufin fluorescence | diaphorase resazurin-to-resorufin fluorescence, NADH, 16 min; bacterial (C. kluyveri) enzyme, not human | inhibition, % at 20 µM | actives 0.69% (n = 190,000);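 active = primary screen inhibition at 20 µM above a set limit, cut at about 50% in these data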;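 note: plate controls were DMSO with full reaction for no effect and wells lacking NADH for full effect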
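controls = No-NADH positive control and DMSO neutral control | system = Clostridium kluyveri diaphorase enzyme | timing = reaction incubation of 16 min at room temperature | signal = resorufin fluorescence 544/590 nm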
S1P3 antag = S1P3 receptor antagonists, primary screen, cell-based | CHO S1P3 NFAT-BLA reporter, FRET fluorescence, antagonist mode | inhibition, % at 4.98 µM | AID 485, 2006 | Sphingosine 1-phosphate receptor 3 (Homo sapiens), Q99500 | actives 0.27% (n = 170,000);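 active = inhibition above the plate cutoff, the mean inhibition of test wells on that plate plus 3 SD, cut at about 28% in these data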;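 note: cells challenged with S1P at its EC80 of 0.8 µM; blue over green emission ratio from cleaved BLA substrate after 4 h stimulation; 0% = S1P-stimulated wells and 100% = unstimulated DMSO-only wells; some compounds past the cut are filed as inactive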
Target sequence (Q99500 whole entry, looked up): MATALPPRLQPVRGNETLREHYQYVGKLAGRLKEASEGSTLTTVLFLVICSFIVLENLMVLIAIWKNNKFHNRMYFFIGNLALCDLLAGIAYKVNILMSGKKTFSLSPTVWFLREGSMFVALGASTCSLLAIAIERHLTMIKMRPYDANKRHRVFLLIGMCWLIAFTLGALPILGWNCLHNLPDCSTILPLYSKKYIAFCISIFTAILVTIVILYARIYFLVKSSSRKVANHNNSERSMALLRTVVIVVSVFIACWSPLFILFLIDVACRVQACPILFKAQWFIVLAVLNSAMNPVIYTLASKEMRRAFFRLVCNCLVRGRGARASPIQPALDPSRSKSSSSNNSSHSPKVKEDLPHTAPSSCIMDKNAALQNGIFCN
ROMK primary = ROMK potassium channel modulators, primary screen, cell-based, thallium flux, MLSMR library; ATP-sensitive inward rectifier potassium channel 1 (Homo sapiens), P48048; Tet-inducible ROMK, thallium flux fluorescence; actives lie on both sides; B-score at 10 µM; actives 2% (n = 130,000);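 active = signal ratio slope over the read window, or its plate-corrected B-score, at least 3 SD from the plate mean, either direction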;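 note: B-score of the F/F0 ratio slope over 7 to 12 s after thallium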
G6PDH CS = L. mesenteroides G6PDH inhibitors, counter-screen for G6PDH-coupled screening assays, biochemical, Leuconostoc mesenteroides enzyme; inhibition, % at 5 µM; actives 0.12% (n = 200,000); Purified L. mesenteroides G6PDH, diaphorase/resazurin coupled fluorescence, 45 min; in the data active = inhibition above about 50%
Diaphorase act = compounds boosting diaphorase resazurin reduction – biochemical, uHTS, resorufin fluorescence, counter-screen for diaphorase-coupled primary assays, primary screen. Diaphorase/resazurin coupled assay, 16 min; stronger effect = higher value; 1 = vehicle wells, 0 = NADH-free wells. activation factor at 20 µM. actives 0.005% (n = 190,000);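 active = diaphorase activity raised at least twofold by the compound at 20 µM; inactive = activation factor below 2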
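Material: Clostridium kluyveri diaphorase, purified enzyme; Quantity: enzyme 0.07 U/mL final; Medium: HEPES pH 7.4 buffer with MgCl2 and Tween 20; Dosing: single compound dose of 20 µM, 1% DMSO final; Schedule: 16 min reaction at room temperature; Measured by: red resorufin fluorescence at 544/590 nm excitation/emission.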
PPARg SRC1 recr = PPARgamma agonists recruiting SRC-1 coactivator, primary screen, biochemical; Peroxisome proliferator-activated receptor gamma (Homo sapiens), P37231; PPARgamma-SRC-1 coactivator recruitment biochemical assay; activation, % at 8 µM; actives 0.41% (n = 200,000); in the data active = activation above about 19%;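 note: 0% = DMSO and 100% = reference agonist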
Target sequence (P37231 whole entry, looked up): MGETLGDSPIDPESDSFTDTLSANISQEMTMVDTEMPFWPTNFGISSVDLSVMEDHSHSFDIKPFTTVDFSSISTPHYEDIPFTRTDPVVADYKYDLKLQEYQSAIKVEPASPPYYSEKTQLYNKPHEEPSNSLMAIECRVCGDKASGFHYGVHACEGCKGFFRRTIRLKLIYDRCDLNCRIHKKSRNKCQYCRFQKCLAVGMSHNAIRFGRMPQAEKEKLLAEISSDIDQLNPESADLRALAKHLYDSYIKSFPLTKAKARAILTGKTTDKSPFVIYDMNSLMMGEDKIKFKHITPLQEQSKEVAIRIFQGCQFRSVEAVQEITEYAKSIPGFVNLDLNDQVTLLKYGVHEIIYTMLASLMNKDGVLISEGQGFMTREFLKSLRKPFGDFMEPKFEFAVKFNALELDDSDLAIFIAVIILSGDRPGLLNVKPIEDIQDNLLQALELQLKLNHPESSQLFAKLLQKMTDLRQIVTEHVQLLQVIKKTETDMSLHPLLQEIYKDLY
PPARg SRC3 recr = PPARgamma agonists recruiting SRC-3 coactivator, primary screen, biochemical. AID 731, 2007. biochemical PPARgamma/SRC-3 coactivator recruitment assay. activation, % at 8 µM. actives 0.26% (n = 200,000); in the data active = activation above about 23%;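 note: 0% = DMSO and 100% = reference agonist; some compounds past the cut are filed as inactive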
TR-FRET SRC-2 ct = TR-FRET signal artefacts, primary screen, artefact control for PPARgamma SRC-2 agonist project, biochemical. TR-FRET artefact counter-screen; stronger effect = higher value. TR-FRET ratio at 8 µM. actives 0.4% (n = 200,000). AID 1049, 2008; in the data active = TR-FRET ratio above about 2000; note: inactives centre near 1500
PPARg SRC-2 ag = agonists of PPARg-SRC-2 recruitment, primary screen, biochemical, HTS; PPARgamma LBD-SRC-2 recruitment; Peroxisome proliferator-activated receptor gamma (Homo sapiens), P37231; actives 0.34% (n = 200,000); activation, % at 8 µM; in the data active = activation above about 22%;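 note: 0% = vehicle and 100% = reference agonist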
* marks the source's active call; other numbers are inactive results; . = no result given.

SMILES	PMI activator	PMI act hi M6P	Diaph inh CS	S1P3 antag	ROMK primary	G6PDH CS	Diaphorase act	PPARg SRC1 recr	PPARg SRC3 recr	TR-FRET SRC-2 ct	PPARg SRC-2 ag
O=C(CSc1nnnn1-c1ccc(F)cc1)NC1CCCCC1	0.8	0.9	16	-11	.	10	0.8	4	7	1655	3
N#C/C(=C(/O)COC(=O)c1ccccc1O)c1nc2ccccc2s1	1	1	18	-3	-0.86	7	0.8	4	-2	1465	-2
COc1ccc(-c2nc(CSCC(=O)NCC3CCCO3)c(C)o2)cc1OC (centres undefined)	0.9	1	3	-9	0.33	9	1	2	12	1440	4
CCn1c(-c2cccn(Cc3ccc(Cl)cc3Cl)c2=O)n[nH]c1=S	1.1	1	10	-9	-0.68	5	0.9	8	1	1618	5
COc1ccc(C2C(C(=O)Nc3cccc(C)n3)c3ccccc3C(=O)N2C)cc1 (centres undefined)	0.9	0.9	20	.	-0.015	10	0.8	-5	9	1567	6
CCOC(=O)C/C(C)=N/NC(=O)CNc1cccc(Cl)c1C	1	1	5	-29	-0.92	0	0.9	2	2	1707	9
O=C(CCc1ccccc1)Nc1ccc(NC(=O)C2CCCCC2)nc1	0.9	0.9	3	-3	0.2	7	1	-8	2	1319	-4
CC(C)OCCCNC(=O)c1ccc2c(c1)ncn2C1CCCC1	1	1	7	-15	-0.48	6	0.9	-3	0	1616	5
CCSCc1nnc(SCC(=O)Nc2nccs2)n1CC	1	1	10	-4	0.49	2	0.9	-2	-4	1589	-3
O=C(/C=C/c1ccccc1)Nn1cnnc1	1	1	13	.	.	5	0.9	2	6	1644	9
COC(=O)CC(c1ccc(C(C)C)cc1)n1cccc1 (centres undefined)	1	0.9	9	6	-0.33	3	0.9	9	-2	1623	3
COC(=O)c1ccc(COc2ncnc3c(Cl)cc(Cl)cc23)o1	1	0.9	16	16	1.1	-2	0.8	-1	-7	1396	4
Cc1cc(C)n(C(CC(=O)N2CCc3ccccc3C2)C(=O)O)n1 (centres undefined)	1.1	1	18	-9	.	12	0.8	-4	3	1377	-3
COc1ccc(C(=O)NC(=S)Nc2ccc3oc(=O)ccc3c2)cc1OC	1	0.9	9	5	1.3	13	0.9	14	0	1496	-2
COCCNS(=O)(=O)c1ccc(F)c(OC)c1	1	1	13	.	.	14	0.9	0	-7	1334	-15
CCOC(=O)c1c(C)c(C(=O)NCCN2CCOCC2)c(C)n1C	1	1.1	-5	-4	.	6	1.1	11	7	1661	3
CC1CCCN(S(=O)(=O)c2ccc(S(=O)(=O)NC(C)c3cccs3)cc2)C1 (centres undefined)	1	1	17	.	-1.2	17	0.8	-3	-4	1279	-3
O=C(Nc1ccc(Oc2cccnc2)cc1)c1ccccc1F	0.9	1	12	.	.	6	0.9	-1	14	1739	2
Cc1ccc(N=Nc2c(N)[nH]n3c(=O)cc(-c4ccccc4)nc23)cc1	0.7	0.9	62*	.	-0.44	-1	0.4	7	0	1591	8
CC(C)CC(NC(=O)C(CC(C)C)NC(=O)C(Cc1ccc(OCc2ccccc2)cc1)NC(=O)OC(C)(C)C)C(N)=O (centres undefined)	1	1	6	-2	-0.34	12	0.9	-2	-3	1452	-3

Entries of single compounds as entered above:
O=C(CCc1ccccc1)Nc1ccc(NC(=O)C2CCCCC2)nc1 as listed: PMI activator = 0.9; PMI act hi M6P = 0.9; Diaph inh CS = 3; S1P3 antag = -3; ROMK primary = 0.2; G6PDH CS = 7; Diaphorase act = 1; PPARg SRC1 recr = -8; PPARg SRC3 recr = 2; TR-FRET SRC-2 ct = 1319; PPARg SRC-2 ag = -4
Cc1ccc(N=Nc2c(N)[nH]n3c(=O)cc(-c4ccccc4)nc23)cc1 as listed: PMI activator = 0.7; PMI act hi M6P = 0.9; Diaph inh CS = 62*; S1P3 antag = .; ROMK primary = -0.44; G6PDH CS = -1; Diaphorase act = 0.4; PPARg SRC1 recr = 7; PPARg SRC3 recr = 0; TR-FRET SRC-2 ct = 1591; PPARg SRC-2 ag = 8

Following part:
SMILES	PMI activator	PMI act hi M6P	Diaph inh CS	S1P3 antag	ROMK primary	G6PDH CS	Diaphorase act	PPARg SRC1 recr	PPARg SRC3 recr	TR-FRET SRC-2 ct	PPARg SRC-2 ag
COC(=O)C1=C(C)Nc2c(c(=O)n(C)c(=O)n2C)C1c1ccc(Cl)cc1 (centres undefined)	0.9	0.9	6	-4	0.14	10	0.9	0	-5	1408	-8
Cc1nc2nc[nH]n2c(=O)c1C/C=C/c1ccccc1	0.9	0.9	13	-7	0.48	5	0.9	0	-2	1476	5
Cc1c(C#N)c(O)n(CCO)c(=O)c1N=Nc1ccc(S(N)(=O)=O)cc1	1.1	1	-2	12	-0.63	4	1	6	8	1615	14
CCC(C(=O)OCC(=O)Nc1cc(OC)ccc1OC)c1ccccc1 (centres undefined)	1	1	7	-27	0.032	6	0.9	8	3	1622	5
CC1Cc2ccccc2N1S(=O)(=O)c1cccc(C(=O)N2CCN(c3ncccn3)CC2)c1 (centres undefined)	1	1.1	1	-3	-0.33	13	1	12	5	1863	6
COc1ccc(C(=O)C2CC2c2ccc3c(c2)OCO3)cc1 (centres undefined)	0.8	0.9	15	-9	-0.0077	0	0.8	2	-2	1484	-3
CCc1ccc(N/C(SCc2ccccc2C)=C(/C#N)C(=O)NCc2ccco2)cc1	0.9	1	7	.	.	4	0.9	-5	11	1563	10
Cc1ccc2ncc(NC(=O)c3ccc(F)cc3)c(=O)n2c1	0.9	0.9	11	.	0.99	4	0.9	0	6	1507	-7
Cc1[nH]nc2c1C(=O)CC(C)(C)C2	0.9	0.9	4	7	.	22	1	3	3	1659	5
COC(=O)C1(C(=O)OC)NOC2C(=O)N(c3ccc(Cl)cc3Cl)C(=O)C21 (centres undefined)	1	0.9	-2	.	.	2	1	6	-4	1587	-9
CCCCS(=O)(=O)NC1=NCN(Cc2ccco2)CN1	0.9	1	0	-18	.	3	1	10	1	1491	-5
Cc1cccc(NC(=O)c2cn(-c3ccccc3)nc2-c2ccccc2)c1	0.8	0.9	22	9	-0.56	4	0.8	0	1	1511	5
CN(Cc1ccccc1)C(=O)C1CCCN(Cc2ccc(Cl)cc2)C1 (centres undefined)	0.9	1	20	.	.	1	0.8	-3	0	1533	1
CCN(CC)CCOC(=O)c1ccc(NC(=O)CCNC(=O)Cn2ccc3ccccc3c2=O)cc1	0.8	0.9	5	6	.	1	1	-4	-4	1502	1
COc1ccc2c(c1)-c1c(ssc1=S)C(C)(C)N2	1	0.9	20	.	.	5	0.8	-3	-1	1518	-4
C=CCn1c(CSc2nc3ccccc3s2)n[nH]c1=S	1.1	1	-2	.	.	12	1	2	-11	1420	6
Cc1nc2ccc(Nc3nc4cc(S(=O)(=O)N5CCOCC5)ccc4o3)cc2s1	0.4	0.4	42	-43	.	5	0.6	1	3	1397	6
O=C(CSc1nc2ccccc2c(=O)n1Cc1ccco1)c1ccc(F)cc1	1	1.1	7	-4	.	0	0.9	8	3	1596	6
c1ccc(-c2cn3cccnc3n2)cc1	0.8	0.9	13	.	-0.079	-3	0.9	10	17	1497	12
COc1cc(-c2nc3n(n2)C(c2ccncc2)C(C(N)=O)=C(C)N3)cc(OC)c1OC (centres undefined)	1	1	12	-5	0.84	1	0.9	1	9	1630	5
COC(=O)Nc1ccccc1C(=O)N1CCC(O)(c2ccc(Cl)cc2)CC1	1	1	15	-6	-0.028	10	0.9	1	-4	1372	0
Cc1nc2ccc(NC(=O)N3CCCCC3)cc2nc1C	1	0.8	23	.	0.42	4	0.8	1	7	1678	-7
COc1ccc(/C=C(/NC(=O)/C=C/c2ccccc2)C(=O)O)cc1	1.2	1.2	-2	-3	-0.76	2	1	13	6	1509	3
Cc1ccc(S(=O)(=O)N(c2nc(NC(C)C)nc(NC(C)C)n2)n2cnnc2)cc1	0.8	0.9	13	1	-0.38	-1	0.9	10	1	1703	24*
O=C(Nc1ccccc1C(F)(F)F)C1CC(=O)N(c2ccccc2F)C1 (centres undefined)	0.9	0.9	10	-11	.	20	0.9	7	2	1622	3
COc1ccc(OC(C)C(=O)N2CCN(c3ccccn3)CC2)cc1 (centres undefined)	0.9	0.8	17	-6	.	2	0.8	-1	3	1642	2
O=C(Cc1ccc2c(c1)CCCC2)Nc1ccccc1Cl	0.9	0.9	20	.	-0.75	14	0.8	4	3	1642	11
Cc1cccc(Cn2c(=O)n(Cc3ccco3)c(=O)c3ccccc32)c1	0.8	0.8	36	-25	-1.3	-12	0.6	3	0	1417	9
COc1cc(/C=N/N(C)c2ccccc2)cc(Cl)c1O	0.7	0.8	20	.	0.61	2	0.8	3	-2	1607	12
O=C(Nc1ccccc1)N1CC=C(c2ccccc2)CC1	1.2	1.4	17	-9	0.16	1	0.8	9	0	1488	13
COc1ccc(O)c(CNc2ccccc2F)c1	0.9	0.8	14	-5	0.55	4	0.9	-7	-8	1443	2
Cc1cc(C(=O)COC(=O)CNC(=O)c2ccccc2)c(C)n1CC1CCCO1 (centres undefined)	1	1	2	-7	0.37	1	1	2	-4	1377	0
CC(=O)N1C(=O)c2cccc3cccc(c23)C(=O)N1C(C)=O	0.9	0.9	15	.	0.57	-13	0.9	-1	-11	1420	8
CN(C(=O)COC(=O)c1cc(NS(=O)(=O)c2cc([N+](=O)[O-])ccc2Cl)ccc1O)C1CCCCC1	0.9	0.9	20	-3	-0.41	4	0.8	6	-3	1417	0
COc1ccc(-c2cc(C(F)(F)F)nc(S(C)(=O)=O)n2)cc1	1	1	13	.	-4.2*	4	0.9	9	0	1349	10
Oc1oc(-c2ccc(Br)cc2)nc1C=Nc1ccc(Br)cn1	1.1	1.1	-14	-5	1.3	3	1.1	-1	3	1760	2
CCOc1ccc2ncc(S(=O)(=O)c3ccccc3)c(N3CCC4(CC3)OCCO4)c2c1	1.4	1.6	16	13	.	2	0.8	3	0	1653	4
N#Cc1ccsc1NC(=O)CSc1nnc(-c2ccccc2)o1	0.9	1	13	.	-0.047	-2	0.9	-9	-2	1477	0
